Screening results (PubChem)
IDE cell inh = human IDE inhibitors in live cells, primary screen, fluorescence polarization, HEK cells, FAbetaB substrate. Insulin-degrading enzyme (Homo sapiens), P14735. FAbetaB cleavage. inhibition, % at 5.59 µM. 320,000 compounds, 0.41% hits. AID 434962, 2010;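 active = percent inhibition above the average of all tested compounds plus 3 SD, set per screening campaign, cut at about 16% in these data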;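 also: IDE supplied by intact live HEK cells; FP after avidin binding of uncleaved biotin substrate so inhibition keeps polarization high; 0% = DMSO wells and 100% = 60 µM reference IDE inhibitor Ii1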
Target sequence (P14735 whole entry, looked up): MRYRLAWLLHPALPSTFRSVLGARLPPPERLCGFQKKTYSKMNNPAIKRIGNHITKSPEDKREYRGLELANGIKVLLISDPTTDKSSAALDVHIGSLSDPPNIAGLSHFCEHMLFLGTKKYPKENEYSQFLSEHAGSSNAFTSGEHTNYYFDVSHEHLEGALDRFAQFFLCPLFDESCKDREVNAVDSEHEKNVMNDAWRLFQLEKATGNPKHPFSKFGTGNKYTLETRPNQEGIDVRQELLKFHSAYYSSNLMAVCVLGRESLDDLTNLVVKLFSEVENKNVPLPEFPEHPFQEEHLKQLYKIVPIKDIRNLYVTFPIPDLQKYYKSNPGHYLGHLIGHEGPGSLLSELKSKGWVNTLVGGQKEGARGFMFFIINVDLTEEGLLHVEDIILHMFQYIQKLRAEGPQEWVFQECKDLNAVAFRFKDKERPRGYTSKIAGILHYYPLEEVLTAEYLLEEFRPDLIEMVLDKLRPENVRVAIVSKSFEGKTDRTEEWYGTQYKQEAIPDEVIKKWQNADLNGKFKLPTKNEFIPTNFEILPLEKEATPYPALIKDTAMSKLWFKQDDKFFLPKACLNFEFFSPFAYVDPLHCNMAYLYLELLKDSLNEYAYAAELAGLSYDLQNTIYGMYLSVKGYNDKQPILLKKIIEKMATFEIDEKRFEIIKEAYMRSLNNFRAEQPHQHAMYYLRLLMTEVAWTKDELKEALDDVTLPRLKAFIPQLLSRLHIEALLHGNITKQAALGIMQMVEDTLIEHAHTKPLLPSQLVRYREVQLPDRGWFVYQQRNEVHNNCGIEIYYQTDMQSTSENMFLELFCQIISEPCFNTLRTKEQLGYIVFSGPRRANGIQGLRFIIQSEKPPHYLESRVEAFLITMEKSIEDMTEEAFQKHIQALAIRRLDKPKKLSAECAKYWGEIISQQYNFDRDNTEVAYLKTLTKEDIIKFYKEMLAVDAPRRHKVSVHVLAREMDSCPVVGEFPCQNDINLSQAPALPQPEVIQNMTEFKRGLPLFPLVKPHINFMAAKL
IDE act = human IDE activators in live cells, primary screen, fluorescence polarization, HEK cells, FAbeta-B substrate; FAbeta-B cleavage; 0% vehicle, 100% cell-free pure enzyme wells; activation, % at 5.96 µM; 340,000 compounds, 0.073% hits;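 active = activation above the mean of all tested compounds plus 3 SD, set per screening campaign, cut at about 17% in these data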
* = called active by the depositor. These rows are one share of the data; count on the stated rates, not on these rows.

Cc1cccc(C)c1NC(=O)CNC(=O)C1CCCN(C(=O)c2ccc(Cl)cc2)C1 (stereo not given) was read as IDE cell inh 0 and IDE act 1.
COc1ccc(CNC(=O)c2cc(C3CC3)nc3c2cnn3C(C)C)cc1 was read as IDE cell inh 1 and IDE act 5.
Screening COC(=O)C1CCN(C(=O)COC(=O)/C=C/c2ccc(O)c(OC)c2)CC1 returned IDE cell inh 0 and IDE act 1.
`CCCCCCCNC(=O)C1(CC2CC(c3ccccc3)=NO2)CCNCC1` (stereo not given) gave IDE cell inh 2 and IDE act 5.
For COc1cc(/C=C2\SC(=O)NC2=O)ccc1OCC(=O)N1CCOCC1 the results were IDE cell inh -1 and IDE act 3.
For CON(C)C(=O)c1ccccc1N(C)C(=O)OC(C)(C)C the results were IDE cell inh 2 and IDE act -1.
`COCCN(CC(=O)Nc1cccc(C)c1C)C(=O)c1oc2ccccc2c1C` gave IDE cell inh -2 and IDE act 3.
O=C(Cc1ccccc1)Nc1cccc(S(=O)(=O)N2CCCCCC2)c1 was read as IDE cell inh 5 and IDE act -4.
O=C(OCC(=O)N1CCN(c2cccc(Cl)c2)CC1)c1ccco1 was read as IDE cell inh 1 and IDE act -1.
For O=C1C=C(c2cc(F)ccc2F)C[C@@H](c2ccc(F)cc2)C1 the results were IDE cell inh 2 and IDE act 0.
CCCN(CC1CC1)C(=S)NC(=O)c1ccccc1Br was read as IDE cell inh 0 and IDE act 0.
CCC[C@@H](CN1CCC[C@H]1CN1C(N)=NC[C@H]1C(C)C)N1C[C@@H](Cc2ccccc2)N(CCCC2CCCC2)C1=N was read as IDE cell inh -1 and IDE act 8.
`O=C(CNC(=O)c1ccc(Cl)cc1)OCN1C(=O)c2ccccc2C1=O` gave IDE cell inh 3 and IDE act 1.
CCOC(=O)C1CCCN(C(=O)c2cc(-c3ccncc3)nc3ccccc23)C1 (stereo not given) was read as IDE cell inh -3 and IDE act -5.
Screening O=C(NCC(=O)N1CC=C(c2ccccc2)CC1)c1ccc(F)cc1 returned IDE cell inh 13 and IDE act -15.

Quoted at random: 5 entries already listed
O=C(OCC(=O)N1CCN(c2cccc(Cl)c2)CC1)c1ccco1 was read as IDE cell inh 1 and IDE act -1.
COc1ccc(CNC(=O)c2cc(C3CC3)nc3c2cnn3C(C)C)cc1 was read as IDE cell inh 1 and IDE act 5.
For CON(C)C(=O)c1ccccc1N(C)C(=O)OC(C)(C)C the results were IDE cell inh 2 and IDE act -1.
Cc1cccc(C)c1NC(=O)CNC(=O)C1CCCN(C(=O)c2ccc(Cl)cc2)C1 (stereo not given) was read as IDE cell inh 0 and IDE act 1.
Screening O=C(NCC(=O)N1CC=C(c2ccccc2)CC1)c1ccc(F)cc1 returned IDE cell inh 13 and IDE act -15.

Next results
For CCCCn1c(N)c(N(CC(C)C)C(=O)C2CC(=O)N(Cc3ccccc3)C2)c(=O)[nH]c1=O (stereo not given) the results were IDE cell inh 7 and IDE act -1.
O=C(c1cc(S(=O)(=O)N2CCOCC2)ccc1F)N(CCc1ccccc1)Cc1ccccc1 was read as IDE cell inh 5 and IDE act 4.
Screening CC(NC(=O)CCNC(=O)c1ccco1)c1ccccc1 (stereo not given) returned IDE cell inh -1 and IDE act -2.
O=C(c1ccc(F)c(S(=O)(=O)N2CCOCC2)c1)N1CCN(c2ncccn2)CC1 was read as IDE cell inh 2 and IDE act -2.
For CC(C)[C@H](NC(=O)c1ccc([N+](=O)[O-])cc1Cl)C(=O)N1CCN(C/C=C/c2ccccc2)CC1 the results were IDE cell inh 5 and IDE act 3.
`O=C(Nc1ccc(Br)cc1Cl)c1ccc(OCC2CCCO2)cc1` (stereo not given) gave IDE cell inh 4 and IDE act 5.
Screening COc1ccc(NC(=O)COC(=O)C2CC2)cc1S(=O)(=O)N1CCCCC1 returned IDE cell inh 1 and IDE act 5.
CCN1CCCC(OC(=O)C(c2ccccc2)c2ccccc2)C1 (stereo not given) was read as IDE cell inh -2 and IDE act 11.
CC(C)c1ccc(CN(C)C(=O)c2ccc(S(=O)(=O)NCc3ccco3)cc2)cc1 was read as IDE cell inh -2 and IDE act 4.
`Cc1c(C)c2c(c(C)c1O)CCC(C)(C(=O)O)O2` (stereo not given) gave IDE cell inh 0 and IDE act 1.
Oc1cc(-c2ccc(N3CCCCC3)nc2)cc2cccnc12 was read as IDE cell inh 0 and IDE act -9.
`O=C(O)c1ccccc1C(=O)OCCc1cc2ccccc2c(=O)o1` gave IDE cell inh 0 and IDE act 0.
`CC1CCCC(NC(=O)COC(=O)c2cc(=O)[nH]c3ccccc23)C1C` (stereo not given) gave IDE cell inh 0 and IDE act 4.
COc1c(F)cccc1C1=CC(=O)C[C@H](c2ccc3c(c2)OCO3)C1 was read as IDE cell inh 1 and IDE act -3.
`O=C(c1ccco1)N1CCC(c2nc3ccccc3[nH]2)CC1` gave IDE cell inh 0 and IDE act 5.
For O=C(C[C@H]1C/C=C\CC[C@H](Cc2ccc(F)cc2)C(=O)OC[C@@H]2CCCN2C1=O)N[C@H](CO)Cc1ccccc1 the results were IDE cell inh -1 and IDE act 4.
Screening COc1ccccc1N(C)S(=O)(=O)c1ccc(C(=O)Nc2nccs2)cc1 returned IDE cell inh 4 and IDE act -2.
For COc1ccc(-c2csc(NC(C)c3nc4cc(C(=O)NCCCO)ccc4n3Cc3ccc(C)cc3)n2)cc1 (stereo not given) the results were IDE cell inh 0 and IDE act -1.
Screening CC1(C)c2[nH]c3ccccc3c2C[C@@H]2C(=O)N(Cc3ccc(F)cc3)C(=O)N21 returned IDE cell inh -2 and IDE act 0.
COc1ccc(-c2sc3ccccc3c2/C=C/c2ccc(N)cc2)cc1 was read as IDE cell inh 5 and IDE act 3.
Screening O=C(CN1C(=O)C(=O)N(Cc2ccccc2)C1=O)Nc1ccc(OC(F)F)cc1 returned IDE cell inh -5 and IDE act 0.
For CC(O)[C@H]1CN=C(N)N1CC1CCCCC1 (stereo not given in full) the results were IDE cell inh 1 and IDE act -2.
Screening COc1ccccc1C(=O)NC(=O)COC(=O)c1ccc(C)o1 returned IDE cell inh -4 and IDE act 9.
CCCCCCC[C@@H](C/C=C/CCC(=O)N(C)C/C(=C/Cl)C/C(=C\C(=O)N1CC(OC)=CC1=O)OC)OC was read as IDE cell inh 5 and IDE act 0.
`CCC1(CC)NC(=O)N(CC(=O)OC(C)C(=O)Nc2ccc(NC(C)=O)cc2)C1=O` (stereo not given) gave IDE cell inh -3 and IDE act -2.
`CN(CC(=O)Nc1ccc(Cl)c(C(F)(F)F)c1)C(=O)c1ccc2c(c1)NC(=O)CS2` gave IDE cell inh 3 and IDE act -3.
O=C1C=C(c2cc3ccccc3s2)C[C@@H](c2ccc3c(c2)OCO3)C1 was read as IDE cell inh -2 and IDE act -1.
`O=C(COC(=O)c1nc(Cl)ccc1Cl)NC1CCCCC1` gave IDE cell inh 1 and IDE act 1.
COc1ccc(C(=O)COC(=O)c2cnc(C)cn2)c(OC)c1 was read as IDE cell inh 1 and IDE act 5.
For Cc1ccc2nc(NC(=O)CN3C(=O)NC4(CCCC4)C3=O)sc2c1 the results were IDE cell inh 2 and IDE act 2.

Structural class, the compounds so far with an NH in an aromatic ring (4)
For CCCCn1c(N)c(N(CC(C)C)C(=O)C2CC(=O)N(Cc3ccccc3)C2)c(=O)[nH]c1=O (stereo not given) the results were IDE cell inh 7 and IDE act -1.
`CC1CCCC(NC(=O)COC(=O)c2cc(=O)[nH]c3ccccc23)C1C` (stereo not given) gave IDE cell inh 0 and IDE act 4.
`O=C(c1ccco1)N1CCC(c2nc3ccccc3[nH]2)CC1` gave IDE cell inh 0 and IDE act 5.
Screening CC1(C)c2[nH]c3ccccc3c2C[C@@H]2C(=O)N(Cc3ccc(F)cc3)C(=O)N21 returned IDE cell inh -2 and IDE act 0.

(further entries)
For O=C(COC(=O)c1ccco1)Nc1ccc(Cl)cn1 the results were IDE cell inh 0 and IDE act 6.
COc1ccccc1C(=O)COC(=O)c1cc(S(=O)(=O)N2CCCCC2)ccc1N1CCOCC1 was read as IDE cell inh -6 and IDE act -3.
COc1ccc(C(=O)OCC(=O)c2ccc(CNC(C)=O)s2)cc1 was read as IDE cell inh -10 and IDE act 4.
O=C(COC(=O)CN1C(=O)NC2(CCCC2)C1=O)Nc1ccc(C(F)(F)F)cc1[N+](=O)[O-] was read as IDE cell inh 13 and IDE act 1.
CC1CCCCN1C(=O)CSc1nc(N)nc(N)n1 (stereo not given) was read as IDE cell inh -2 and IDE act 7.
O=C(NC1CCCC1)c1cccc(S(=O)(=O)N2CCCC2)c1 was read as IDE cell inh 4 and IDE act -1.
`CC(C)c1ccc(NC(=O)C2CCCN2S(=O)(=O)c2ccccc2F)cc1` (stereo not given) gave IDE cell inh -2 and IDE act 5.
For O=C(CN1C(=O)NC2(CCc3ccccc32)C1=O)NCCc1ccccc1 (stereo not given) the results were IDE cell inh -6 and IDE act 0.
For COCc1c(C(=O)NCCOc2ccc(Cl)cc2)oc2ccccc12 the results were IDE cell inh -2 and IDE act -2.
For Cc1ccc(S(=O)(=O)N2[C@@H](c3ccc4c(c3)OCO4)C(C(=O)O)=C[C@H]2CC2CCCC2)cc1 the results were IDE cell inh 3 and IDE act 3.
`O=C(COC(=O)CN1C(=O)c2ccccc2C1=O)Nc1ccccc1` gave IDE cell inh -1 and IDE act 2.
Screening CN(CC(=O)Nc1ccccc1Cl)C(=O)COC(=O)c1cc([N+](=O)[O-])ccc1N1CCOCC1 returned IDE cell inh -6 and IDE act 3.
Screening CN(c1ccccc1)S(=O)(=O)c1ccc(C(=O)NCC(c2ccco2)N2CCCCC2)cc1 (stereo not given) returned IDE cell inh 0 and IDE act 1.
For CCOc1ccc(S(=O)(=O)N2CCOCC2)cc1NC(=O)Cc1c(F)cccc1Cl the results were IDE cell inh -3 and IDE act -1.
CCN(CC(=O)Nc1cccc(S(=O)(=O)N2CCOCC2)c1)Cc1ccccc1 was read as IDE cell inh 2 and IDE act 4.

Part of the list above in order of molecular weight, low to high:
For O=C(CN1C(=O)NC2(CCc3ccccc32)C1=O)NCCc1ccccc1 (stereo not given) the results were IDE cell inh -6 and IDE act 0.
Screening COc1ccc(NC(=O)COC(=O)C2CC2)cc1S(=O)(=O)N1CCCCC1 returned IDE cell inh 1 and IDE act 5.
Screening O=C(CN1C(=O)C(=O)N(Cc2ccccc2)C1=O)Nc1ccc(OC(F)F)cc1 returned IDE cell inh -5 and IDE act 0.
For O=C(C[C@H]1C/C=C\CC[C@H](Cc2ccc(F)cc2)C(=O)OC[C@@H]2CCCN2C1=O)N[C@H](CO)Cc1ccccc1 the results were IDE cell inh -1 and IDE act 4.
CCCCCCC[C@@H](C/C=C/CCC(=O)N(C)C/C(=C/Cl)C/C(=C\C(=O)N1CC(OC)=CC1=O)OC)OC was read as IDE cell inh 5 and IDE act 0.

The results go on:
`O=C(CCc1nc2ccccc2c(=O)[nH]1)NCCN1C(=O)S/C(=C\c2ccc(Cl)cc2Cl)C1=O` gave IDE cell inh 2 and IDE act 3.
O=C1c2c(O)cccc2Cc2cccc(O)c21 was read as IDE cell inh -2 and IDE act -1.
`C[C@H]1CN([C@@H](C)CO)C(=O)Cc2cc(NC(=O)Cc3cn(C)c4ccccc34)ccc2O[C@@H]1CN(C)S(=O)(=O)c1cn(C)cn1` gave IDE cell inh 3 and IDE act 6.
CC1CC(C)CN(C(=O)COC(=O)c2nn(C)c(=O)c3ccccc23)C1 (stereo not given) was read as IDE cell inh 9 and IDE act 5.
Screening COc1cccc(NC(=O)COC(=O)C2CCCCC2)c1 returned IDE cell inh -1 and IDE act 3.
COc1ccc(S(=O)(=O)N(C)C[C@@H]2Oc3ccc(NS(=O)(=O)c4cn(C)cn4)cc3C(=O)N([C@@H](C)CO)C[C@@H]2C)cc1 was read as IDE cell inh -3 and IDE act -2.
`O=C(NCCS(=O)(=O)N1CCN(c2ccccc2)CC1)c1cccs1` gave IDE cell inh 6 and IDE act 4.
For CN(C(=O)COC(=O)c1ccccc1NCc1ccco1)c1c(N)n(Cc2ccccc2)c(=O)[nH]c1=O the results were IDE cell inh 4 and IDE act 4.
CN(C)C(CNC(=O)c1ccc(NS(=O)(=O)c2ccc(F)cc2)cc1)c1ccco1 (stereo not given) was read as IDE cell inh 9 and IDE act 7.
`O=C(COC(=O)c1ccccc1O)NCCc1c[nH]c2ccccc12` gave IDE cell inh -7 and IDE act 2.
`O=C(CSc1nnc(C2CC2)n1C1CC1)c1cccs1` gave IDE cell inh 2 and IDE act 4.
Screening CCC(C)n1c(SCC(=O)NC2CCCC2)nc2ccccc2c1=O (stereo not given) returned IDE cell inh 2 and IDE act 6.
For C=CCn1c2ccccc2c(=O)c2cc(C#Cc3cc(OC)cc(OC)c3)ccc21 the results were IDE cell inh 2 and IDE act 1.
`CSCCC(NC(=O)COc1ccccc1)C(=O)N(C)Cc1ccc(F)cc1` (stereo not given) gave IDE cell inh 2 and IDE act 4.
For COc1ccccc1NS(=O)(=O)c1cccc(C(=O)NCC(c2ccco2)N(C)C)c1 (stereo not given) the results were IDE cell inh -11 and IDE act 6.
`Cc1c(C(C)C[C@H](C)O)oc(=O)c2c1Oc1c(C)c(C(C)C[C@H](C)O)oc(=O)c1C2` (stereo not given in full) gave IDE cell inh -2 and IDE act 0.
For COc1ccc(-n2nnnc2SCC(=O)NC2CCS(=O)(=O)C2)cc1 (stereo not given) the results were IDE cell inh -2 and IDE act 3.
Screening O=C(COc1ccc(-c2nnco2)cc1)Nc1c(F)cccc1F returned IDE cell inh 2 and IDE act 5.
